CHT PAM – allosteric activators of human choline transporter CHT | Q9GZV3 | CHT-expressing cells, membrane potential dye, choline EC20; active compounds read high; LV-AA mutant CHT in HEK293 cells | B-score at 10 µM | 0.49% of 310,000 active | AID 488977;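 active means initial fluorescence not abnormally high and integrated response B-score, plate-corrected, over 3 SD above library mean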
Target sequence (Q9GZV3 whole entry, looked up): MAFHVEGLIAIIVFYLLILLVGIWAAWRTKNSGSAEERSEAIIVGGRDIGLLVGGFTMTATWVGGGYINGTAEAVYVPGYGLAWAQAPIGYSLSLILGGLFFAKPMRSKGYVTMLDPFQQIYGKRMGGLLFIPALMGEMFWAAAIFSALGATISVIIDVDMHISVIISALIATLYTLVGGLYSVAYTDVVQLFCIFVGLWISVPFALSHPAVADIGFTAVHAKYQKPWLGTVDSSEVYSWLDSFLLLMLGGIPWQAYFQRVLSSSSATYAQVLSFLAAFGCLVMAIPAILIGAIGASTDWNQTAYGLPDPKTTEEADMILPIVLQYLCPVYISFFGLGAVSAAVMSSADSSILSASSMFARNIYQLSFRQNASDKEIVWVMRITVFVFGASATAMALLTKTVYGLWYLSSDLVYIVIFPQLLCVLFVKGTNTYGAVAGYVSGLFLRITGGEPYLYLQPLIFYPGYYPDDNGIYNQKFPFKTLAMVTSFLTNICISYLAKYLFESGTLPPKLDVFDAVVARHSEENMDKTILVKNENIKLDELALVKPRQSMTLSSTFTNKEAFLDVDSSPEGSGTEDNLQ
OX1R antag-1 – blocks the human orexin 1 receptor | O43613 | OX1R-expressing cells, FRET antagonist read-out | inhibition, % at 6.6 µM | 1.8% of 330,000 active | AID 485270; in the data active means inhibition mostly above about 38%, no sharp cut-off; inactive means mostly below about 40%;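 further: 0% = agonist challenge alone and 100% = reference antagonist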
Target sequence (O43613 whole entry, looked up): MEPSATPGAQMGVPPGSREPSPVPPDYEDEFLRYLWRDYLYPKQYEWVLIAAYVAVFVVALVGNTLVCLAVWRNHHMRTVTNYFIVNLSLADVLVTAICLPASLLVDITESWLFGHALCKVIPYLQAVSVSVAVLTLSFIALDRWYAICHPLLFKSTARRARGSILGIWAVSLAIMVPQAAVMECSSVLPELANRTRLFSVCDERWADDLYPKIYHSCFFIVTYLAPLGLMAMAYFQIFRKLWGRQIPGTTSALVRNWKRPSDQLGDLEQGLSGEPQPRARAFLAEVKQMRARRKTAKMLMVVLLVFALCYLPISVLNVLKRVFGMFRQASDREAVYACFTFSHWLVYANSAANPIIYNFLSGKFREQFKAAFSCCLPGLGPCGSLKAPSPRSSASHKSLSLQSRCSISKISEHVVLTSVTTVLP
OX1R antag-2 – blocks the human orexin 1 receptor; CHO/OX1R cells, Fluo-8 calcium fluorescence, orexin A; inhibition, % at 5 µM; 0.43% of 330,000 active; AID 434989;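 active means inhibition above its plate's threshold, mean inhibition of all tested compounds on the plate plus 3 SD, cut at about 37% in these data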;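 further: 0% = orexin A challenge wells and 100% = SB-334867-A antagonist wells; not every result past the cut was called active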
Numbers without * were called inactive; i = inactive; . = not tested or not shown; & = joins results of further samples.

SMILES | CHT PAM | OX1R antag-1 | OX1R antag-2
Cc1ccsc1C(=O)NCCc1ccc(S(N)(=O)=O)cc1 | i | 14 | -8
CC(C)CNC(=O)C(=O)NCC1OCCCN1S(=O)(=O)c1ccc2c(c1)OCCO2 (centres undefined) | i | 13 | -5
NC(=O)c1c(NC(=O)C2COc3ccccc3O2)sc2c1CCN(Cc1ccccc1)C2 (centres undefined) | i | 26 | -17
O=C(Cc1c[nH]c2ccccc12)NCc1ccc(Cl)cc1 | i | 10 | 2
C=CCNc1ncnc2ccc(Br)cc12 | i | 20 | -11
COC(=O)c1ccc(NS(=O)(=O)NC(=O)c2c[nH]c3ccccc23)cc1 | i | 11 | -3
CCOC(=O)c1cnc2c(C)cc(Cl)cc2c1NCCCN1CCOCC1 | i | 11 | -24
CCOc1ccc(N(CC(=O)NCc2ccc(OC)cc2)S(C)(=O)=O)cc1 | i | 4 | -23
Cc1nnc(N/N=C/c2ccc(Br)cc2)n1N | i | 33 | -2
O=C(Nc1nsc(-c2ccccc2)n1)c1cccs1 | i | 20 | -19
CCNC(=O)NCc1c(C)c(C)n(Cc2ccccc2)c1-n1cccc1 | i | 26 | -20
COc1ccc(-c2noc(-c3cccnc3)n2)cc1OC | i | 9 | 10
COc1ccc(NC(=O)/C(C#N)=C/c2ccc(-c3ccccc3C(=O)O)o2)cc1 | i | 21 | -19
CCOc1ccc(S(=O)(=O)N2CCN(C(=O)c3sccc3C)CC2)cc1 | i | 15 | -1
CC(=O)Nc1ccc(S(=O)(=O)N(Cc2ccco2)Cc2cc3ccccc3[nH]c2=O)cc1 | i | 39* | -13
CCCCN1C(=O)C(CC(=O)NCC)SC1=Nc1ccccc1 (centres undefined) | i | 5 | -18
C=C(C)n1c(=O)n(Cc2ccccc2C)c2ccccc21 | i | -3 | -18
O=C(CN1CCN(c2ccccn2)CC1)NC1CCCC1 | i | 8 | -11
COC(=O)[C@]1(C)CCC[C@@]2(C)C3CC[C@]4(OC(C)=O)C[C@@]3(CCC21)CC4=O (some centres undefined) | . | 3 | -16
CCOc1ccc(C(=O)Nc2c3c(nn2-c2ccccc2)CS(=O)(=O)C3)cc1 | i | 10 | -28
COC(=O)c1ccc(C(=O)OC)c(NC(=S)N2CCN(c3ccccc3)CC2)c1 | i | 11 | -19
CC1(C)CC(NC(=S)NC2CC2)CC(C)(C)N1 | i | -3 | -5
O=C1CC(N(C(=O)c2ccco2)c2cccc(Cl)c2)C(=O)N1c1cccc(Cl)c1 (centres undefined) | i | 22 | -22
CC(=O)Oc1ccc(NC(=O)Cc2ccccc2)cc1 | i | 3 | -20
CCCNNC(=O)C(O)(c1cccc(C)c1)c1cccc(C)c1 | i | 31 | -13
CCc1ccccc1OCc1nc2ccc(S(=O)(=O)N3CCOCC3)cc2[nH]1 | i | 13 | -2
CSCCC(NS(=O)(=O)c1ccc(Cl)cc1)C(=O)O (centres undefined) | i | 1 | -10
COc1ccc2c(CC(=O)Nc3ccc(OC)nc3)coc2c1 | i | 5 | -18
O=C(NCCCN1CCOCC1)c1ccc(S(=O)(=O)Nc2ccccc2)cc1 | i | 4 | -9
O=C(OCc1nnc(-c2ccccc2)o1)c1ccc([N+](=O)[O-])s1 | . | 47* | 2
O=C(c1cccc(F)c1)N1CCC2(CC1)NCCc1[nH]cnc12 | i | -4 | -13
Cc1ccccc1-c1nc(CS(=O)(=O)CC(=O)NCc2ccc3c(c2)OCO3)c(C)o1 | i | 5 | -35
COc1ccccc1CNC(=O)N1CCN(S(=O)(=O)c2ccccc2)CC1 | i | 18 | -13
CC(C)c1ccc([N+](=O)[O-])cc1S(=O)(=O)N1CCN(C)CC1 | i | 5 | 0
CCc1ccc(OCC(=O)N/N=C/c2cc([N+](=O)[O-])ccc2N2CCCCCC2)cc1 | i | 7 | -18
Cc1ccc2[nH]c3c(c2c1)CCNC3=O | i | 11 | -2
CCc1cccc(NC(=O)C2CCCN(S(=O)(=O)c3cnc[nH]3)C2)c1 (centres undefined) | i | 10 | 6
CCN(CC(O)CON=C1c2ccccc2-c2ccccc21)S(=O)(=O)c1ccc(Cl)cc1 (centres undefined) | i | 31 | -3
COc1ccc(CNC(=O)C2CCN(S(=O)(=O)N3CCCC3)CC2)c(OC)c1 | i | 14 | -11
Cc1cc2sc3ccccc3c(=O)c2c(C)c1O | i | 69* | -1
O=C(CSc1nnc2scc(-c3ccccc3)n12)Nc1nsc(-c2ccccc2)n1 | i | 73* | 9
COc1ccc(CC(=O)N/N=C(\C)CC(=O)Nc2ccc3c(c2)OCCO3)cc1OC | i | 20 | -18
COc1cc(NC(=O)CSc2nc(C3CC3)nc3ccccc23)cc(OC)c1 | i | 47* | -21
CCN1C(=O)CC(n2c(C)nc3ccccc32)C1=O (centres undefined) | i | 19 | -4
CCc1cc2c(=O)n(CC(C)C)cnc2s1 | i | 4 | -11

Marked active in OX1R antag-1, among the entries above:
structure | OX1R antag-1 | OX1R antag-2
CC(=O)Nc1ccc(S(=O)(=O)N(Cc2ccco2)Cc2cc3ccccc3[nH]c2=O)cc1 | 39* | -13
O=C(OCc1nnc(-c2ccccc2)o1)c1ccc([N+](=O)[O-])s1 | 47* | 2
Cc1cc2sc3ccccc3c(=O)c2c(C)c1O | 69* | -1
O=C(CSc1nnc2scc(-c3ccccc3)n12)Nc1nsc(-c2ccccc2)n1 | 73* | 9
COc1cc(NC(=O)CSc2nc(C3CC3)nc3ccccc23)cc(OC)c1 | 47* | -21

New compounds follow:
SMILES | CHT PAM | OX1R antag-1 | OX1R antag-2
COc1ccc(C(C[N+](=O)[O-])c2c(-c3ccccc3)cc3ccccn23)cc1 (centres undefined) | i | 13 | -8
C[C@@H]1CN([C@@H](C)CO)C(=O)c2cc(N(C)C)ccc2O[C@@H]1CN(C)S(C)(=O)=O | . | 4 | -6
O=C1CCC([N+](=O)[O-])C(c2cccc([N+](=O)[O-])c2)N1 (centres undefined) | i | 22 | -21
Cc1ncc(CO)c(/C=N/NC(=S)Nc2cccc(Cl)c2)c1O | i | 30 | -3
Cc1cccc(C(=O)n2c(=S)nc3cc(C)ccn32)c1 | i | 41* | -6
CCCC(=O)n1nc(-c2ccc(C)cc2)nc1NCc1ccco1 | i | 20 | -14
COC(=O)c1cnc(SCc2ccc(C)cc2)n1C | i | 20 | -1
CCc1nc(SCC(=O)c2cc(C)ccc2C)n[nH]1 | i | 17 | -23
C=CCNCCOc1ccc(C)cc1[N+](=O)[O-] | i | 19 | -5
COc1ccccc1N1CCN(CC(O)COc2cccc3ccccc23)CC1 (centres undefined) | i | 14&13 | -38&-39
CCn1cc([N+](=O)[O-])c(C(=O)N2N=C(c3ccc(Cl)c(Cl)c3)CC2c2ccccc2O)n1 (centres undefined) | i | 18 | 73*
CN(c1ccc(F)cc1)S(=O)(=O)c1ccc2[nH]cc(C(=O)O)c(=O)c2c1 | i | 13 | -14
Cc1[nH]c(=O)[nH]c(=O)c1CSc1nnc([C@H](CC(C)C)NC(=O)OC(C)(C)C)o1 | i | 0 | -18
N#Cc1nc(COc2ccccc2F)oc1NCCCn1ccnc1 | i | 27 | -16
CCc1ccc(C(=O)CSc2nnc(C3CC3)n2C2CC2)cc1 | . | 6 | -23

Looked up one by one from the list above (three):
SMILES | CHT PAM | OX1R antag-1 | OX1R antag-2
CCn1cc([N+](=O)[O-])c(C(=O)N2N=C(c3ccc(Cl)c(Cl)c3)CC2c2ccccc2O)n1 (centres undefined) | i | 18 | 73*
C[C@@H]1CN([C@@H](C)CO)C(=O)c2cc(N(C)C)ccc2O[C@@H]1CN(C)S(C)(=O)=O | . | 4 | -6
CCc1ccc(C(=O)CSc2nnc(C3CC3)n2C2CC2)cc1 | . | 6 | -23

Quoted from the listing.
For OX1R antag-1, CCOC(=O)c1cnc2c(C)cc(Cl)cc2c1NCCCN1CCOCC1 is listed with 11
For OX1R antag-1, Cc1[nH]c(=O)[nH]c(=O)c1CSc1nnc([C@H](CC(C)C)NC(=O)OC(C)(C)C)o1 is listed with 0
For OX1R antag-2, CC(C)c1ccc([N+](=O)[O-])cc1S(=O)(=O)N1CCN(C)CC1 is listed with 0
For OX1R antag-2, CCOc1ccc(S(=O)(=O)N2CCN(C(=O)c3sccc3C)CC2)cc1 is listed with -1
For OX1R antag-2, CCNC(=O)NCc1c(C)c(C)n(Cc2ccccc2)c1-n1cccc1 is listed with -20

The results go on:
SMILES | CHT PAM | OX1R antag-1 | OX1R antag-2
CCC(=O)N1CCc2cc(S(=O)(=O)N3CCc4ccccc4C3)ccc21 | i | 0 | -15
CCOC(=O)C1(CCCc2ccccc2)CCN(C(=O)CCn2cncn2)CC1 | i | 11 | -7
OC(CNCc1ccccc1)COc1ccccc1 (centres undefined) | i | 14 | -20
COc1ccc(CCC(=O)N(c2nnc(-c3cccnc3)s2)C(C)C)cc1 | i | 11 | -40
Cc1ccccc1C(=O)N1CCC(C(=O)Oc2ccc(C#N)cc2)CC1 | i | 11 | -5
Cc1ccc(NC(=S)Nc2c(C)n(C)n(-c3ccccc3)c2=O)cc1 | i | 0 | 0
N#Cc1nc(-c2ccco2)oc1N1CCN(Cc2ccccc2)CC1 | i | 11 | -19
NC(=O)Cc1nc(-c2ccc(F)cc2)cs1 | i | 0 | -4
O=C1CCCCC(=O)N(c2ccccc2)c2ccccc21 | i | 16 | -4
COc1ccc(C2=NNC(=Nc3cc(S(=O)(=O)N(C)C)ccc3C)SC2)c(OC)c1 | i | 19 | -16
Cc1ccc(NC(=O)c2ccccc2N(C)S(=O)(=O)c2ccccc2)c(C)c1 | i | 31 | -8
CN(c1ccc(C(=O)N2CCCCCC2)cc1)S(=O)(=O)c1ccccc1 | . | 12 | 12
CC1(C(=O)O)COC(c2ccc(Cl)cc2)OC1 (centres undefined) | i | 21 | -12
O=C(NCCS(=O)(=O)NC1CCCCC1)c1ccc2c(c1)OCO2 | i | 6 | -2
O=C(C[n+]1cc(-c2ccccc2)n2c1CCCCC2)c1ccc(Cl)cc1 | i | 7 | 5
COc1ccc(Nc2ccccc2NC(=O)c2ccccc2Br)cc1 | i | 22 | -26
N#Cc1cnn2c1nc(N1CCOCC1)c1ccccc12 | i | 9 | -3
Nc1nonc1OCCOCCOCCOc1nonc1N | i | 11 | -2
O=C(Oc1ccccc1/C=C\C(=O)c1cc2ccccc2o1)c1cccc(F)c1 | i | 11 | -14
CC(NC(=O)c1cccc(F)c1)C1CC2CCC1C2 (centres undefined) | i | 3 | -31
O=C(NCc1ccco1)C1CC2CCC1C2 (centres undefined) | i | 9 | 3
Cc1cccc(N2CC(C(=O)Nc3nnc(SCC(=O)NCC4CCCO4)s3)CC2=O)c1 (centres undefined) | i | 14 | -11
Nc1c(C2=NCCO2)nnn1Cc1ccccc1 | i | 8 | -4
COc1cc2c(cc1OC)CN(C(=O)/C=C/c1cccc([N+](=O)[O-])c1)CC2 | i | 17 | -13
CCOc1cc(/C=N/NC(N)=S)cc(Br)c1OCc1ccccc1C | i | 8 | -11
CN(C)C(CNc1ncnc2sccc12)c1cccs1 (centres undefined) | i | 29 | -29
COc1cc(NC(=O)COC(=O)/C=C/c2ccc(Cl)cc2Cl)cc(OC)c1 | i | 5 | -1
O=C1C=C(c2ccc3ccccc3c2)C[C@@H](c2ccc(Cl)cc2)C1 | . | -4 | -38
O=C1CC(c2ccccc2Cl)CC(O)=C1C=Nc1ccccc1 (centres undefined) | i | 22 | -20
FC(F)(F)c1cccc(N/N=C/c2ccccc2)c1 | i | 10 | -7
O=C(NCc1cccs1)C1CCN(S(=O)(=O)c2ccc(Cl)cc2)CC1 | i | 30 | -6
CC(C)CNC(=O)c1ccccc1-c1ccccc1C(=O)O | i | 14 | -5
COCc1c(C(=O)Nc2ccc(Cl)cc2F)oc2ccccc12 | i | 51 | -47
COc1cc(CNC(=O)c2nc(Cn3nc(C)c(Br)c3C)no2)cc(OC)c1 | i | 32 | -38
c1ccc(CCNc2ncnc3ccccc23)cc1 | i | 40 | 2
O=C(CCNS(=O)(=O)c1ccccc1C(F)(F)F)NNC(=O)c1csc(N2CCOCC2)n1 | i | 11 | -16
CCC1Sc2ccc(S(=O)(=O)CCC(=O)Nc3ccc(NC(C)=O)cc3)cc2NC1=O (centres undefined) | i | -4 | -17
COc1ccc(CC(=O)NNS(=O)(=O)c2ccc(F)cc2)cc1 | i | 8 | -8
COc1ccccc1NS(=O)(=O)c1ccc(O)c(C(N)=O)c1 | i | 10 | -2
Cn1c(C(=O)N2CCCC(C(=O)c3ccc(C(F)(F)F)cc3)C2)cc(=O)n(C)c1=O (centres undefined) | i | 11 | -14
O=C(C[C@@H]1C/C=C/CC[C@@H](Cc2ccc(F)cc2)C(=O)OCCNC1=O)N[C@H](CO)Cc1ccccc1 | . | 7 | -22
O=C(NCc1nnc(SCC(=O)N2CCCCC2)o1)c1ccc(F)cc1 | i | 15 | -15
C[C@H](NC(=O)C1CCN(S(=O)(=O)c2ccccc2)CC1)C(=O)NCc1cccc(C(F)(F)F)c1 | i | 15 | -20
C#CCOCCOCCOCCNc1nc(N2CCN(C(=O)[C@H](CCCCN)n3cc([C@@H](N)[C@H](C)CC)nn3)CC2)nc(N2CCN(C(=O)[C@H](CCCCN)n3cc([C@@H](N)CC(N)=O)nn3)CC2)n1 | . | 7 | 5
COc1ccc(C2CC(c3ccc(Cl)cc3)n3nc(N)nc3N2)cc1 (centres undefined) | i | 17 | -1
COc1ccc(C(=O)CSc2nnc3ccc(-c4ccccn4)nn23)cc1 | i | 11 | -9
O=C(O)c1cc2cc(F)ccc2[nH]1 | i | 13 | 5
O=C(/C=C1\SC(=O)N(CC(=O)Nc2ccc(F)cc2)C1=O)Nc1ccc(Cl)cc1 | i | 8 | -15
COc1ccc(N2CCN(C(=O)CSc3nnc4c5cc(C)ccc5n(C)c4n3)CC2)cc1 | i | 15 | -4
N#Cc1c(N)n(CCc2ccc(F)cc2)c2nc3ccccc3nc12 | i | 10 | -19
CC1(C)Oc2ccc3ccc(=O)oc3c2C[C@H]1O[C@@H]1O[C@H](CO)[C@@H](O)[C@H](O)[C@H]1O | . | 17 | 13

Compound activity from PubChem BioAssay.
